RXFP1 antag: qHTS Assay for Antagonists of the Relaxin Receptor RXFP1 | HEK293-RXFP1, relaxin-stimulated cAMP HTRF, 30 min; stronger effect = lower value | actives 0.59% (n = 350,000) | activity change, negative = inhibition, % at 57.5 µM | Relaxin receptor 1 (Homo sapiens), Q9HBX9;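 active = activity change of -60% or lower, but not beyond a set lower limit; inconclusive = change between -60% and -40%, or beyond the set limit; inactive = change above -40%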; note: % is set by controls: 0 for no effect and ±100 for the full control effect
Tb PGK inh: qHTS Assay to Find Inhibitors of Phosphoglycerate Kinase; PGK/GAPDH coupled, Kinase-Glo luminescence, 60 min; AID 602233, 2012; Potency, µM (titrated, usually from 57.5 µM), for the others: top-dose activity change, negative = inhibition, hits mostly inhibitors; actives 0.043% (n = 380,000); Phosphoglycerate kinase, glycosomal (Trypanosoma brucei brucei), P07378; note: potency is the fitted concentration of half-maximal effect; % is set by controls: 0 for no effect and ±100 for the full control effect; nearly all actives have a fitted effect of over 60% in size
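Luminescent ATP detection (Kinase-Glo Plus) follows a 60-minute room-temperature incubation, with wells lacking PGK as controls. Buffer: 100 mM TEA (pH 7.6), 5 mM MgCl2, 0.01% Tween-20. Coupling enzyme GAPDH (100 nM final) supplies unstable 1,3-BPG in-well.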
POLK inh: qHTS for Inhibitors of Polymerase Kappa | actives 0.53% (n = 400,000) | Potency, µM (top dose mostly 107 µM), inactives show top-dose activity, negative = inhibition, hits mostly inhibitors | purified Pol kappa, fluorescent DNA synthesis assay, 10 min; note: potency is the fitted concentration of half-maximal effect; % is set by controls: 0 for no effect and ±100 for the full control effect
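Pol kappa 10 nM + cpd, 15 min RT; start w/ substrate 50 nM final; fluorescence kinetic read, 0 and 10 min. Neg ctrl: buffer, no enzyme.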
APEX1 inh: qHTS Assay for Inhibitors of the Human Apurinic/apyrimidinic Endonuclease 1 (APE1); DNA repair nuclease/redox regulator APEX1 (Homo sapiens), P27695; recombinant APE1, TAMRA/BHQ-2 abasic DNA cleavage fluorescence; Potency, µM (top dose mostly 65.8 µM), inactives show at the highest dose activity change, negative = inhibition, most hits filed as inhibitors; actives 0.35% (n = 350,000); AID 2517, 2012;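 note: potency is the fitted concentration of half-maximal effect; plate controls were vehicle for no effect and reference inhibitor for full effect; nearly all actives have a fitted effect of over 55% in size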
Target sequence (P27695 whole entry, looked up): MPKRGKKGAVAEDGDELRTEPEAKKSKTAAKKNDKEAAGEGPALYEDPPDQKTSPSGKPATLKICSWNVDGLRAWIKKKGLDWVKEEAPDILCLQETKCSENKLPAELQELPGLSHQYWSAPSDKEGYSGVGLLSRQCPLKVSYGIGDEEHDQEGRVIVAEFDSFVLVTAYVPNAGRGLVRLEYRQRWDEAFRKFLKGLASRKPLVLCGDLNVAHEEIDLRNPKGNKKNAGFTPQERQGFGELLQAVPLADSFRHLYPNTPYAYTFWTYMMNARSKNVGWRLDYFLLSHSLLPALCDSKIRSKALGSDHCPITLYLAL
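0.75 nM APE1 + cpd, 15 min RT; start w/ 50 nM TAMRA/BHQ-2 THF-abasic dsDNA; kinetic fluor 525/598 nm ×3 reads @60 s; Δ(read3−read1); normalized to DMSO and NSC13755 control wells.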
BLM helicase inh: qHTS Assay for Inhibitors of Bloom's syndrome helicase (BLM) | recombinant BLM DNA unwinding, fluorescence dequenching | AID 2528, 2010 | actives 0.2% (n = 350,000) | RecQ-like DNA helicase BLM (Homo sapiens), P54132 | Potency, µM (highest dose often 56.1 µM), for the others: top-dose activity change, negative = inhibition, hits mostly inhibitors;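 note: potency is the fitted concentration of half-maximal effect; plate controls were vehicle for no effect and no enzyme for full effect; nearly all actives have a fitted effect of over 35% in size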
POLI inh: qHTS for Inhibitors of Polymerase Iota. DNA polymerase iota (Homo sapiens), Q9UNA4. Pol iota fluorescent replication assay, 10 min. Potency, µM (top dose mostly 115 µM), inactives show at the highest dose activity, negative = inhibition, most hits filed as inhibitors. actives 1% (n = 390,000). AID 588590, 2011; note: potency is the fitted concentration of half-maximal effect
Target sequence (Q9UNA4 whole entry, looked up): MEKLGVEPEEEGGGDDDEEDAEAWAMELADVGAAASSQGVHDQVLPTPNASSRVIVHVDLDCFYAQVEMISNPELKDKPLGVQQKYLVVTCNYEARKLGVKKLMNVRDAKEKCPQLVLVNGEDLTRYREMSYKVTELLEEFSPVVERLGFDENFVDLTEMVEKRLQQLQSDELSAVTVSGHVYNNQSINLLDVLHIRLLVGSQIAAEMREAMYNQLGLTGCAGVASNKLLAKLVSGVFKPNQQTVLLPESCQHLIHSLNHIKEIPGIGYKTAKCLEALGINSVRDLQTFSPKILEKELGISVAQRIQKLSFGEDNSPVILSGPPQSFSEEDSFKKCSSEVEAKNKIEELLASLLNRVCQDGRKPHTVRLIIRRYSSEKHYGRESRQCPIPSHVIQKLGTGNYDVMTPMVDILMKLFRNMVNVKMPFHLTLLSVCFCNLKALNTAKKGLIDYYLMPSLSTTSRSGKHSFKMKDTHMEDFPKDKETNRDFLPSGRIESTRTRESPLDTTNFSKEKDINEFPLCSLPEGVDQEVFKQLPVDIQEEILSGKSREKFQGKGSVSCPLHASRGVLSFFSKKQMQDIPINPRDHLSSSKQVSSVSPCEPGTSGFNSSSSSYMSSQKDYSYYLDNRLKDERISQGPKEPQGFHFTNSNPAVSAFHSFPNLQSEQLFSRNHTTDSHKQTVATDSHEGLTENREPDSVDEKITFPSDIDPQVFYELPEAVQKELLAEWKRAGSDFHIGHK
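Fluorescent replication assay read twice, at 0 min and 10 min after adding 50 nM (final) substrate. Enzyme (10 nM) and compounds were first incubated 15 min at room temperature; enzyme-free buffer wells were negative controls.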
Apoferritin bind: qHTS Assay for Identification of Novel General Anesthetics; apoferritin/1-aminoanthracene competitive binding, fluorescence; actives 0.074% (n = 350,000); Ferritin light chain (Equus caballus), P02791; AID 485281, 2010; Potency, µM (series often up to 77.5 µM), without a hit: at the highest dose activity change, negative = displacement, actives largely listed as inhibitors; note: potency is the fitted concentration of half-maximal effect; % is set by controls: 0 for no effect and ±100 for the full control effect; nearly all actives have a fitted effect of over 20% in size
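Concentration-response curves derived by four-parameter Hill fitting of normalized fluorescence, where compounds displaced 1-AMA from 10 uM horse apoferritin following a brief 10 min room-temperature incubation; propofol titration acted as positive control.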
POLH inh: qHTS for Inhibitors of Polymerase Eta | recombinant Pol eta, fluorescent DNA replication assay | Potency, µM (doses to about 114 µM), for the others: at the highest dose activity change, negative = inhibition, most hits filed as inhibitors | actives 1.2% (n = 390,000); note: potency is the fitted concentration of half-maximal effect; % is set by controls: 0 for no effect and ±100 for the full control effect
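Pol eta at 10 nM preincubated with compounds 15 min at room temperature; reaction started with fluorescent substrate (50 nM final) and read kinetically at 0 and 10 min.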
POLB inh: qHTS Assay for Inhibitors of DNA Polymerase Beta. P06746. Potency, µM (doses to about 114 µM), for the others: at the highest dose activity change, negative = inhibition, usual class: inhibitors. actives 1.3% (n = 340,000). Pol beta primer extension/strand displacement, fluorescence kinetic; note: potency is the fitted concentration of half-maximal effect; % is set by controls: 0 for no effect and ±100 for the full control effect
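Homogeneous kinetic assay of primer extension and strand displacement by 10 nM Pol beta, preincubated 15 min at room temperature with compound before 50 nM substrate (final) was added. Read at 0 and 10 min; four-parameter Hill fit.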
An asterisk follows results filed as active; i = inactive; u = inconclusive; x = not tested or not shown; & = joins results of further samples; [ ] = dose if it differs, or a comment. Unless noted, calls come from the whole dose curve; as a rule, active = well fitted curve in the direction sought with a large enough effect; inconclusive = small, poorly fitted or top-dose-only effect, or another doubt; inactive = no such curve, though single readings can be large; an effect the other way counts as inactive or inconclusive.

| canonical_smiles | RXFP1 antag | Tb PGK inh | POLK inh | APEX1 inh | BLM helicase inh | POLI inh | Apoferritin bind | POLH inh | POLB inh |
| --- | --- | --- | --- | --- | --- | --- | --- | --- | --- |
| O=C(CSc1ccccn1)Nc1ccc(F)c([N+](=O)[O-])c1 | -32 | -4% | -13% | -3% | -2% | 123%[activator] | -14% | -3% | -7% |
| COC(=O)c1cccn(CC(=O)c2ccc(Cl)cc2)c1=O | 0 | 6% | -4% | 2% | -4% | 95%[activator] | -6% | -1% | 3% |
| Cc1ccccc1CSc1nc2cc(C(=O)NC3CCCC3)ccc2c(=O)n1Cc1ccccc1 | -2 | -8% | -3%[60.1 µM] | x | -1% | 15% | -1% | -13% | 0% |
| Cc1ccc(-c2cnc(C3CC3)o2)cc1S(=O)(=O)Nc1cccc(C)c1C | x | -5% | -8%[60.1 µM] | x | -4% | u | 71%[activator] | -6% | -2% |
| CC(=O)Nc1cccc(NC(=O)CSc2nnc3ccc(-c4ccncc4)nn23)c1 | -9 | -9% | -3% | 11% | x | 63%[activator] | x | -16% | x |
| CCN(CC)C(=O)NC1CC(=O)N(c2ccc(OC)cc2)C1 (stereo not given) | 1 | 2% | -2% | 4% | 1% | 20% | -5% | 2% | 23% |
| Cn1cc2c(=O)n(/N=C/c3ccccc3)cnc2n1 | -2 | -1% | -4% | -7% | -1% | 27% | -7% | -20% | 45% |
| NC(=O)c1ccccc1NC(=O)CCN1C(=O)c2ccccc2C1=O | 5 | x | -7% | -2% | 1% | 4% | 2% | 13% | 11% |
| Cc1ccc(NC(=O)CN2CCc3cc4c(cc3C2C)OCCCO4)cc1C (stereo not given) | -1 | 2% | -2% | -15% | -4% | -15% | -6% | -9% | 33% |
| COc1ccc(N(C(=O)c2ccc(C)cc2)S(=O)(=O)c2ccc(Cl)cc2)cc1 | -11 | i | 1% | x | -8% | 16% | 2% | -18% | u |

Three of the compounds above, with values under each structure:
Each structure is followed by: RXFP1 antag	Tb PGK inh	POLK inh	APEX1 inh	BLM helicase inh	POLI inh	Apoferritin bind	POLH inh	POLB inh
COC(=O)c1cccn(CC(=O)c2ccc(Cl)cc2)c1=O
    0	6%	-4%	2%	-4%	95%[activator]	-6%	-1%	3%
Cc1ccccc1CSc1nc2cc(C(=O)NC3CCCC3)ccc2c(=O)n1Cc1ccccc1
    -2	-8%	-3%[60.1 µM]	x	-1%	15%	-1%	-13%	0%
Cc1ccc(-c2cnc(C3CC3)o2)cc1S(=O)(=O)Nc1cccc(C)c1C
    x	-5%	-8%[60.1 µM]	x	-4%	u	71%[activator]	-6%	-2%

Further records
| canonical_smiles | RXFP1 antag | Tb PGK inh | POLK inh | APEX1 inh | BLM helicase inh | POLI inh | Apoferritin bind | POLH inh | POLB inh |
| --- | --- | --- | --- | --- | --- | --- | --- | --- | --- |
| CCOC(=O)C(C)c1nn(C)c(=O)c2ccccc12 (stereo not given) | -11 | 7% | -8% | 4% | -4% | 3% | -13% | -20% | 14% |
| NNc1nc(-c2ccccc2Cl)nc2sc3c(c12)CCCC3 | x | -8% | -8% | -2% | -4% | -6% | -1% | -10% | 14% |
| Cc1cccc(C(=O)N2CCc3cc(-c4nc(NC(=O)CN5CCCC5)sc4C)ccc32)c1 | -22 | -1% | -4% | 8% | -3% | 6% | -5% | -4% | 4% |
| O=C(NCc1ccco1)C1CCCN(S(=O)(=O)c2ccc(Cl)cc2)C1 (stereo not given) | -4 | 4% | -23% | 2% | -4% | 11% | -10% | -3% | 2% |
| O=[N+]([O-])c1cccc(-c2nnc(SCc3cccnc3)o2)c1 | 11 | i | -7% | 16% | -5% | 38% | -16% | -24% | u |
| CN(Cc1ccccc1)C(=O)C1CCN(Cc2ccc(F)cc2)CC1 | -3 | 4% | -10% | -2% | 2% | 12% | -8% | 2% | -16% |
| O=C(CCN1C(=O)c2ccccc2C1=O)NCc1ccc(Cl)cc1 | 3 | i | -6% | 42% | -4% | 89%[activator] | -2% | 0% | 3% |
| COC(=O)c1sc(-c2cccs2)cc1NC(=O)/C=C/C(=O)O | u | i | -9% | -3% | 16µM* | 38% | 3% | -15% | 18% |
| Cc1cccc(N2CCN(C(=O)C(C)n3nc(C)n4c(cc5occc54)c3=O)CC2)c1C (stereo not given) | -6 | -10% | -7%&0% | 4% | -1%&4% | 22%&5% | u | 1%&-12% | -19%&-3% |
| O=C(CSc1n[nH]c(-c2cccs2)n1)N1CCCCC1 | -7 | -3% | -13% | 18% | x | 46%[activator] | x | -22% | x |
| NS(=O)(=O)c1ccc(NC(=O)COc2cccc3ccccc23)cc1 | 18 | -11% | -6% | 7% | -7% | 89µM* | 6% | 79µM* | -19% |
| COc1cc2c(cc1OC)C(C)N(C(=O)Nc1cc(C)cc(C)c1)CC2 (stereo not given) | 6 | x | -3% | 1% | -9% | -9% | -10% | -18% | -28% |
| COC(=O)c1ccc(S(=O)(=O)N(CCO)Cc2ccccc2)n1C | -3 | -5% | -2% | -1% | -1% | 0% | -7% | -20% | 22% |
| Cc1cccc(Cn2c(=O)n(CCc3ccccc3)c(=O)c3c(C)c(C)sc32)c1 | -1 | x | 7% | x | -8% | 28% | -4% | x | 1% |
| CCCCc1nc2c(=O)[nH]c3ccccc3c2o1 | 2 | 3% | -2% | 13% | -1% | -1% | -9% | -11% | 23% |
| CCN(CC)CCOC(=O)C(Cc1ccco1)Cc1cccc2ccccc12 (stereo not given) | -37 | 4% | -7% | x | x | 2% | x | -8% | x |
| O=C(Nc1cccnc1)c1ccc2nc(-c3ccccc3)c(-c3ccccc3)nc2c1 | -19 | i | -1% | -11% | -12% | -19% | u | -8% | 22% |
| CC(NC(=O)c1cc(-c2ccc(Br)cc2)on1)c1ccccc1 (stereo not given) | -8 | 7% | -10% | 0% | 2% | 15% | -12% | -9% | 14% |
| Cc1ccc(-n2c(SCC(=O)O)nc3sc4c(c3c2=O)CCCC4)cc1 | 4&-11 | -1%&8% | -7%&7% | -1% | -2%&0% | 128%&4%[activator] | -8%&-5% | 0%&-8% | 0%&-4% |
| COc1ccc(-n2nc3c(c2NC(=O)C2CCCC2)CS(=O)C3)cc1 (stereo not given) | x | -4% | -6% | -5% | 2% | 15% | -3% | -2% | 2% |

A different layout for 2 compounds above:
COc1cc2c(cc1OC)C(C)N(C(=O)Nc1cc(C)cc(C)c1)CC2 (stereo not given)
  RXFP1 antag: 6	Tb PGK inh: x	POLK inh: -3%	APEX1 inh: 1%	BLM helicase inh: -9%	POLI inh: -9%	Apoferritin bind: -10%	POLH inh: -18%	POLB inh: -28%

COC(=O)c1ccc(S(=O)(=O)N(CCO)Cc2ccccc2)n1C
  RXFP1 antag: -3	Tb PGK inh: -5%	POLK inh: -2%	APEX1 inh: -1%	BLM helicase inh: -1%	POLI inh: 0%	Apoferritin bind: -7%	POLH inh: -20%	POLB inh: 22%

(cont.)
smiles,RXFP1 antag,Tb PGK inh,POLK inh,APEX1 inh,BLM helicase inh,POLI inh,Apoferritin bind,POLH inh,POLB inh
CCCC1(C(=O)OCC)NC(c2ccc(N(C)C)cc2)C2C(=O)N(c3ccccc3)C(=O)C21 (stereo not given),-7,-9%,8%,22%,4%,-10%,1%,-13%,21%
COc1cccc(-n2nc3c(=O)n(Cc4ccccc4Cl)nc(C)c3c2C)c1,x,-13%,-6%,0%,0%,0%,-3%,-11%,5%
O=C(CSc1nc2nc(-c3cccs3)cc(C(F)(F)F)c2c(=O)[nH]1)C(F)(F)F,-13,-2%,-34%,1%,-2%,14%,198%[activator],-19%,79µM*
Cc1ccc(NC(=O)Cn2cncc2-c2ccc([N+](=O)[O-])cc2)cc1C,x,-7%,-9%,-10%,-17%,u,-10%,u,35µM*
O=C(COC(=O)c1cccnc1Cl)NCc1ccc2c(c1)OCO2,14,0%,-19%,5%,7%,8%,-6%,-1%,19%[57.1 µM]
Cc1csc(NC(=O)c2nn(C)c(C)c2[N+](=O)[O-])n1,9,2%,-5%,2%,-5%,-14%,-4%,-7%,6%
C=CCn1cccc(C(=O)Nc2ccc(OC)cc2)c1=O,-14,-4%,-2%,-6%,2%,6%,-9%,-4%,u
CC1CCCN(C(=O)CSc2nnc(-c3cccnc3)n2C2CCCCC2)C1 (stereo not given),1,-1%,-7%,-1%,-2%,1%,-14%,-12%,6%
Cc1cc(Br)ccc1SCC(=O)Nc1cccnc1,2,-6%,0%,-1%,-3%,38%[activator],-15%,-13%,6%
O=C(c1cc(COc2ccc3ncccc3c2)on1)N1CCCC(O)C1 (stereo not given),3,1%,-6%,-1%,-1%,34%[activator],-9%,3%,4%
CCC(=O)Nc1ccccc1-c1nc2ccccc2[nH]c1=O,-7,-3%,1%,3%,-3%,94%[activator],1%,-7%,29%
Cc1nc2ccc(N=NC3=C(O)CCCC3=O)cc2s1,1,9%,-36%,-5%,-8%,-16%,-20%,u,11%
CCCc1nc(-c2ccc(-c3ccc(F)cc3)cc2)no1,-7,-7%,1%,1%,-1%,29%,-12%,u,1%

Source: PubChem BioAssay (National Center for Advancing Translational Sciences (NCATS))

These rows are one share of the data, so the mix of outcomes need not match the whole.
